Bioassay records (PubChem)
MITF act: MITF TRPM1 promoter activation in melanoma cells; activation, % at 12.5 µM; SK-MEL-5 TRPM1-promoter luciferase, 24 h; % of positive control, neutral wells = 0; 300,000 compounds, 0.75% hits; AID 588334;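 active means mean activation of at least 80% with every replicate also reaching 80%; inconclusive means mean reaches 80% but some replicate falls short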;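 further: 0% = neutral control wells and 100% = parthenolide positive control wells; values of inactives mirror those of a sister screen read the other way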
PfHsp90 set2: growth inhibition of yeast expressing Plasmodium Hsp90 | S. cerevisiae expressing PfHsp90, BacTiter-Glo ATP, 48 h; yeast lacking PDR1 and PDR3 efflux regulators | inhibition, % at 9.4 µM | 310,000 compounds, 0.32% hits;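 active means every replicate shows inhibition above about 80%, whatever the replicate mean, limit read from the data; inconclusive means mean inhibition reaches the set limit but some replicate falls short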;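 further: 0% = DMSO neutral controls and 100% = 20 µM radicicol positive controls; yeast relying on Plasmodium falciparum Hsp90 in place of its own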
SR-BI DiI-HDL act: enhances SR-BI lipid uptake from DiI-HDL | AID 504775 | 320,000 compounds, 0.096% hits | activation, % at 12.5 µM | CHO ldlA[mSR-BI] cells, DiI-HDL uptake fluorescence, 3 h; 100 = double the neutral-control signal;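 active means mean replicate activation of at least 60% and every replicate at or above 60%; inconclusive means mean or all-replicate condition met, but not both; inactive means mean below 60% and not all replicates reaching 60%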;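 further: 0% = median plate neutral-control signal and 100% = twice that signal; values of inactives mirror those of a sister screen read the other way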
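Assay system: CHO ldlA[mSR-BI] cells, LDL receptor-null, SR-BI overexpressing; medium: Ham's F12 with 0.5% BSA, HEPES 25 mM, pH 7.4; also added: DiI-HDL 10 µg/mL; timing: 3 h uptake period with compound, 37 °C; signal: DiI fluorescence, bottom read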
CAL PDZ FP-1: blocks peptide binding to human CAL PDZ domain. 330,000 compounds, 0.02% hits. Q9HD26. AID 504414. inhibition, % at 20 µM. purified CAL PDZ, TMR-peptide fluorescence polarization, 1 h;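 active means highest replicate inhibition of at least 40%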;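 further: plate controls were DMSO neutral control wells for no effect and unlabeled competitor peptide control wells for full effect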
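Material: tagged CAL PDZ domain; buffer or medium: 25 mM sodium phosphate pH 7.4, 150 mM NaCl, TCEP, IgG, Thesit; compound dosing: single point, 20 µM; schedule: 1 h incubation at room temperature before polarization reading; measured by: FP readout, S and P plane fluorescence; read-out basis: percent inhibition from loss of millipolarization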
NSD2 HMT inh: blocks human histone methyltransferase NSD2; O96028; NSD2 peptide methylation, AlphaScreen, 120 min; inhibition, % at 12.5 µM; 310,000 compounds, 0.54% hits; in the data active means inhibition above about 50%
PvdQ acylase: blocks Pseudomonas aeruginosa PvdQ acylase activity; 340,000 compounds, 0.063% hits; inhibition, % at 10 µM; AID 488965; purified PvdQ acylase, fluorescence plate reader; in the data active means inhibition above about 30%, passing the limit was not always enough; inconclusive means no clear call, values can overlap the other calls;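 further: 0% = vehicle neutral wells and 100% = reference inhibitor wells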
CAL PDZ FP-2: inhibitors of human CAL PDZ peptide binding. Q9HD26. purified CAL PDZ, TMR-peptide fluorescence polarization, 1 h. inhibition, % at 24.9 µM. 300,000 compounds, 0.92% hits. AID 602252;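 active means mean inhibition of at least 30% with at least half of replicates also reaching 30%; inconclusive means no clear call, values can overlap the other calls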;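 further: 0% = DMSO neutral control and 100% = excess unlabeled competitor peptide PRC23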
SR-BI DiI inh: mouse SR-BI HDL lipid transfer inhibition; inhibition, % at 12.5 µM; ldlA[mSR-BI] CHO cells, DiI-HDL uptake fluorescence, 3 h; 320,000 compounds, 0.96% hits;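 active means mean replicate inhibition of at least 70% and a set share of replicates each scoring 70 or more; inconclusive means meets just one of the two criteria; inactive means fails both criteria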;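 further: 0% = median of neutral control wells and 100% = median of positive control wells; values of inactives mirror those of a sister screen read the other way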
Target sequence (Q61009 whole entry, looked up): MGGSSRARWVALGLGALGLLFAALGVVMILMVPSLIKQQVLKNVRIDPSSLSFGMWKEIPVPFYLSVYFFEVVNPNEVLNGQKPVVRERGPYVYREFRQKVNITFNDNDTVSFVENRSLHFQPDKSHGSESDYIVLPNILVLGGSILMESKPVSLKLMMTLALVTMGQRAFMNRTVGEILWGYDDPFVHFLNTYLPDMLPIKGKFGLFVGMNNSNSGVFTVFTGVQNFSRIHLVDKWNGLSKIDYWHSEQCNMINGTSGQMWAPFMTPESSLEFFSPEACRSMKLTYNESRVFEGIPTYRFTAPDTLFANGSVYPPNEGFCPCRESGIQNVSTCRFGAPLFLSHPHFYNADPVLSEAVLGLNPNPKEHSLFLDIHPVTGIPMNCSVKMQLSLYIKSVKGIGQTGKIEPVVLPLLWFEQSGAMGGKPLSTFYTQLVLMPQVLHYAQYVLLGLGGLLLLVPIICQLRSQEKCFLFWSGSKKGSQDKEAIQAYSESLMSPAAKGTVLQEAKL
dFosB activator: enhances mouse delta FosB homodimer DNA binding | purified delta FosB, TAMRA-CDK5 oligo fluorescence polarization; percent of positive-control signal above neutral wells | activation, % at 25 µM | 340,000 compounds, 0.99% hits | P13346;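 active means mean activation above about 17%, with every replicate also reaching it, limit read from the data, passing the limit was not always enough; inconclusive means only one of the two conditions met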;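 further: fluorescence polarization rise as delta FosB binds a TAMRA Cdk5 AP-1 oligo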
Rtt109 HAT inh: blocks Candida albicans Rtt109/Vps75 acetyltransferase activity; inhibition, % at 34.9 µM; Q5AAJ8; AID 540336; purified Rtt109/Vps75, ThioGlo CoA-SH fluorescence, 4 h; 330,000 compounds, 0.16% hits;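 active means inhibition of at least 50% in every replicate; inconclusive means best replicate reaches 50% inhibition but some replicates fall short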
Target sequence (Q5AAJ8 whole entry, looked up): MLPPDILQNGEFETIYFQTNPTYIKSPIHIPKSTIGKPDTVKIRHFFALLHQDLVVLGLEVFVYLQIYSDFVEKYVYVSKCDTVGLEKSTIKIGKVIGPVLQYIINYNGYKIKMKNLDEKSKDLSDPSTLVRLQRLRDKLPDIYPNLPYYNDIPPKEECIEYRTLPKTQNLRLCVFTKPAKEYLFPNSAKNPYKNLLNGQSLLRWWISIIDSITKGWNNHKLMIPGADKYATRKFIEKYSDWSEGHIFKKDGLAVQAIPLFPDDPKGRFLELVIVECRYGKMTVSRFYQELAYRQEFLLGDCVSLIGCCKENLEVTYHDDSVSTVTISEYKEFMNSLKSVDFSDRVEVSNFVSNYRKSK
* hit, by the source's call; ? = inconclusive; / = no result given; & = joins results of further samples.

SMILES	MITF act	PfHsp90 set2	SR-BI DiI-HDL act	CAL PDZ FP-1	NSD2 HMT inh	PvdQ acylase	CAL PDZ FP-2	SR-BI DiI inh	dFosB activator	Rtt109 HAT inh
Cc1cccc(NC2=NCC(=O)N2Cc2cccs2)c1	1	4	12	-1.3	-2	-1	-3	-12	-2	16
O=C(Nc1cccc(-n2cnnn2)c1)C1CCCN(Cc2cccc(C(F)(F)F)c2)C1 (configuration not stated)	-4	1	-11	-2.2	3	-7	-2	11	-9	3
Cc1cccc(NC(=O)Cn2c(=O)oc3ccccc32)n1	0	-8	5	-1.4	-2	-10	-1	-5	-7	-8
O=C(c1ccc(S(=O)(=O)N2CCCCC2)cc1)N1CCN=C1SCc1cccnc1	0	19	0	-0.1	/	4	6	0	5	-3
COc1ccc(CNC(=O)COC(=O)C2=COCCO2)cc1	-24	-32	35	1.9	-4	-15	-4	-35	-4	-1
Cc1c(NC(=O)C(C)c2ccc(CC(C)C)cc2)c(=O)n(-c2ccccc2)n1C (configuration not stated)	/	6	0	-3.7	34	14	-1	0	-3	32
CNc1nnc(SCC(=O)c2cc(C)n(C3CC3)c2C)s1	49	22	-22	1.1	2	-13	/	22	-12	-6
COc1ccc(CNC(=O)c2ccc3c(=O)n4c(nc3c2)CCCCC4)cc1OC	-21	7	6	-2.0	-1	-8	-6	-6	-14	-4
CCCn1c(COc2ccc(C(=O)O)cc2)nc2ccccc21	0	-5	-3	-1.2	-1	-6	1	3	-3	5
C=CCOc1cccc(C2/C(=C(/O)c3ccccc3)C(=O)C(=O)N2CCN2CCOCC2)c1 (configuration not stated)	/	/	25	0.4	-4	2	/	-25	-7	2
CCOC(=O)C1CCN(CCC(=O)Nc2ccc(C)cc2)CC1	-7	0	23	-0.9	-4	-2	2	-23	-7	-1
Cc1ccc(/C(O)=C2/C(=O)C(=O)OC2c2ccc(Cl)cc2)cc1 (configuration not stated)	-4	12	4	-0.2	-4	0	-3	-4	8	5
CSc1ccccc1-c1nnc(-c2ccc(Cl)cc2Cl)o1	78	21	-30	-0.7	0	-9	-1	30	-15	0
O=C(N/N=C/c1ccccc1C(=O)O)c1cccc(S(=O)(=O)Nc2cc(Cl)ccc2Cl)c1	4	1	22	-1.0	-1	-7	-8	-22	-4	-4
O=C(Nc1ccc(OC(=O)c2cccs2)cc1)c1ccco1	10	44	4	-2.3	2	-11	-7	-4	0	-2
CN(c1ccccc1)S(=O)(=O)c1cccc(C(=O)NCc2ccccc2)c1	-6	/	0	-0.1	-2	-19	-2	0	-13	8
COc1cc(/C=N\Nc2ccc([N+](=O)[O-])cc2)ccc1OCC(=O)Nc1ccc(C)c(C)c1	-9	22	-72	-0.9	-4	-11	11	?	-8	6
COc1ccc(NC(=O)CSc2nc3c(c(=O)n2-c2ccccc2)SCC3)c(OC)c1	/	/	-19	-1.2	2	-14	-6	19	-9	-5
Cc1ccc(NC(=O)CSc2n[nH]c(C)c2[N+](=O)[O-])cc1	-5	-9	5	1.2	15	-4	-2	-5	-1	-10
O=C(C1=C(O)C(=O)N(c2nccs2)C1c1ccccc1)c1cc2ccccc2o1 (configuration not stated)	/	-17	16	-0.3	0	8	-7	-16	-5	?
N#CCSc1nc2ccc(N3CCOCC3)cc2c(=O)n1CCc1ccccc1	/	2	-1	-1.9	0	-16	-6	1	-8	-4
O[C@@H]1Cc2ccccc2O[C@H]1c1ccccc1	5	-14	26	-0.2	-2	-7	-1	-26	-4	-6
CCCOc1ccc(N2CC(C(=O)Nc3ccc4c(c3)OCO4)CC2=O)cc1 (configuration not stated)	7	-24	4	1.2	/	-5	0	-4	5	6
CCC(=O)NC(=S)Nc1ccc(S(=O)(=O)NC(C)=O)cc1	-9	5	25	0.8	/	-4	4	-25	-3	1
CCCCN(C(=O)CCC(=O)Nc1cc(C)on1)C(C(=O)NC(C)(C)C)c1ccccc1Cl (configuration not stated)	-1	-25	/	-2.1	-6	-9	-4	/	-17	9
Cc1ccccc1-c1cccc([C@@H]2C[C@H]3[C@H](CON3C)CN2Cc2cc(Cl)cc(Cl)c2)c1	-5	-20	43	0.4	/	-15	-2	-43	-23	8
CC1CCCCC1NC(=O)c1ccc(CSc2nc3ccncc3[nH]2)cc1 (configuration not stated)	-1	15	-9	-0.5	/	-17	/	9	-7	16
Cc1ccc(C(=O)/C=C/Nc2ccccn2)cc1	-69	3	-11	-0.6	2	12	0	11	-8	6
COc1ccc(CCn2c(N)c(C#N)c3nc4ccccc4nc32)cc1OC	-9	4	6	-1.1	3	-13	-1	-6	-7	-5
CC(OC(=O)C1=Cc2ccccc2OC1)C(=O)NC(C)(C)C (configuration not stated)	8	22	0	-2.5	0	-14	-3	0	-2	1
Cc1[nH]nc(Nc2ccc(Br)cc2)c1[N+](=O)[O-]	/	5	-16	-0.8	2	-11	-4	16	3	-1
N#C/C(=C\c1ccccc1)C(=O)Nc1ccccn1	10	-1	-29	/	1	-6	1	29	-2	-3
O=C(CNC(=O)c1sc2ccccc2c1Cl)NCc1ccccc1	17	-14	21	-1.9	-3	-10	-3	-21	-6	1
CCCCOC(=O)CSC1=C(C#N)C(c2ccccc2OC)C(C#N)C(=O)N1 (configuration not stated)	-3	3	23	1.3	-5	-9	9	-23	-12	-1
CC(C)OC(=O)CSc1nc2cc3c(cc2cc1C#N)OCO3	/	/	-49	/	-2	5	-4	49	-6	-6
CCO[C@H]1OC(C(=O)NCc2ccccc2)=C[C@@H](c2ccc3c(c2)OCO3)[C@@H]1CCCO	12	7	16	-6.5	/	-11	-2	-16	-5	-10
O=c1[nH]ncc2c3ccccc3n(Cc3ccccc3F)c12	-10	11	-52	0.0	-2	-10	0	52	-4	-9
Cc1nc(C(=O)NCC(=O)c2ccccc2)c(C(F)(F)F)o1	-6	-10	-14	0.4	-2	-10	-5	14	4	7
NC(=O)C1CCCN(CC(=O)Nc2ccccc2C(=O)NC2CC2)C1 (configuration not stated)	-13	/	5	0.6	-2	-15	-3	-5	-7	-5
CCOC(=O)Cn1c(=O)n(Cc2ccco2)c(=O)c2ccc(C(=O)NC3CCCC3)cc21	3	-5	-26	0.1	/	-12	-3	26	-2	-3
O=C(COc1ccccc1)NCCSCc1ccc(Cl)cc1	-2	-13	-4	-3.3	0	4	-6	4	-7	9
O=C(NCc1cccnc1)c1ccccc1NS(=O)(=O)c1ccc(F)cc1F	15	-18	-2	0.0	-3	-8	-5	2	-6	-5
O=C(COc1coc(CN2CCN(c3ccccc3)CC2)cc1=O)NC1CCCC1	-7	5	32	-0.8	0	7	-3	-32	-8	0
COc1cccc(C(=O)NCCS(=O)(=O)NCCCc2ccccc2)c1	-5	9	7	-3.8	/	-10	-4	-7	-3	-1
Cc1cccn2c(=O)c3cc(C(=O)NCCN4CCOCC4)c(=N)n(Cc4ccc(F)cc4)c3nc12	-23	-19	3	-2.6	-4	-18	2	-3	14	-157
O=C(CN1CCOCC1)Nc1c2c(nc3ccccc13)N(Cc1ccccc1)CC2	-7	7	22	-0.4	4	-18	1	-22	-5	-6
O=C(NCCCN1CCCC1=O)c1sc2ccccc2c1Cl	26	-8	26	-3.0	1	-12	-3	-26	-12	-19
O=C(O)c1cccc(CSc2nc(-c3ccc(Cl)cc3)cc(C(F)(F)F)n2)c1	0	14	-7	/	0	-9	-4	7	-22	12
COCc1ccc(C(=O)N(C)CC2CCCN(CCc3ccccc3F)C2)o1 (configuration not stated)	5	20	21	0.6	-1	-10	3	-21	-8	0
CS(=O)(=O)N(CC(=O)Nc1ccc(Br)cc1F)C1CCCCC1	/	7	10	-0.5	-2	0	-1	-10	2	-5

(further entries)
SMILES	MITF act	PfHsp90 set2	SR-BI DiI-HDL act	CAL PDZ FP-1	NSD2 HMT inh	PvdQ acylase	CAL PDZ FP-2	SR-BI DiI inh	dFosB activator	Rtt109 HAT inh
O=C(Nc1cccc([N+](=O)[O-])c1)C1C2CC/C=C\CCC21 (configuration not stated)	/	-11	-19	-0.3	1	-2	-3	19	6	4
COc1ccc(CNC(=S)N2CCN(S(=O)(=O)c3cccc(F)c3)CC2)cc1	5	1	/	-0.8	0	-1	/	/	-2	20
Cc1nc(CCNC(=O)C2CCC(=O)N(CCc3cccc(F)c3)C2)sc1C (configuration not stated)	9	1	8	0.0	0	-10	15	-8	-6	-1
CN(c1ccccc1)S(=O)(=O)c1cccc(NC(=O)CSc2nncs2)c1	-12	4	11	-3.4	0	-7	-2	-11	-2	-5
COc1ccccc1NC(=O)CNC(c1ccccc1)c1ccccc1	4	-12	-12	2.2	-7	-17	33*	12	-6	0
CN(CCC#N)C(=O)COc1ccc(Br)cc1Cl	-9	-10	12	-0.9	-5	-6	/	-12	1	-1
N#CC1=C(N)C2=CCCC[C@H]2[C@H](c2cccc(F)c2)C1(C#N)C#N	-14	-7	38	-0.3	-7	-9	0	-38	7	-32
COc1cc(/C=C2\SC(=S)N(NS(=O)(=O)c3ccccc3)C2=O)ccc1O	0	-19	23	-1.6	19	11	-10	-23	21*	24
CCN(CC)CCNC(=O)c1cc([N+](=O)[O-])c(N(C)C)cc1OC	0	-36	16	0.6	15	-13	-3	-16	3	-6
O=C(/C=C/c1c(Cl)cccc1Cl)NCc1ccccc1	5	5	1	-0.1	-2	-6	/	-1	8	-7
Cc1nccn1CCCNC(=O)CC1C(=O)NCCN1Cc1ccc(Cl)c(F)c1 (configuration not stated)	-16	-17	-11	-2.7	-2	-9	-2	11	0	4
O=[N+]([O-])c1cccc(/C=N/Nc2nnc(-c3ccccc3)c(-c3ccccc3)n2)c1	6	22	-3	0.9	-2	-10	/	3	-3	-4
CC1CCN(C(=O)c2[nH]cnc2C(=O)NCC(=O)OC(C)(C)C)CC1	3	13	22	0.0	/	-7	0	-22	2	0
COc1ccc(Nc2nc3c(C)cccn3c(=O)c2C=NCc2ccccc2)cc1	4	-22	-12	-1.0	-2	-13	1	12	-2	5
CCO/C([O-])=N/c1c[n+](N2CCOCC2)no1	1&8	-5&-19	13&22	0.5&0.0	/	-2&-2	2&-2	-13&-14	3&0	-3&-1
Nc1ccccc1Sc1ccc(C(F)(F)F)cc1[N+](=O)[O-]	/	-10	4	-5.1	9	-5	0	-4	-10	-6
CCOC(=O)C1CCN(C(=O)c2cc(C)n(C(C)(C)C)n2)CC1	1	14	16	0.5	2	-10	-1	-16	-6	-5
